Assay outcomes deposited in PubChem by Broad Institute.
E-sel inducer: E-selectin induction in HUVECs, primary screen, imaging, HUVEC, immunofluorescence imaging, single point; P16581; normalized: neutral wells 0, TNF-alpha wells 100; activation, % at 7.58 µM; actives 0.37% (n = 260,000);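 active means mean E-selectin-positive cell signal at least 10% of the positive control, reached in at least 60% of replicates, without over 20% cell loss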;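 further: in these data hits start at about 27%; measured in HUVEC primary endothelial cells; signal is the percent of cells scored E-selectin positive by PE staining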
Target sequence (P16581 whole entry, looked up): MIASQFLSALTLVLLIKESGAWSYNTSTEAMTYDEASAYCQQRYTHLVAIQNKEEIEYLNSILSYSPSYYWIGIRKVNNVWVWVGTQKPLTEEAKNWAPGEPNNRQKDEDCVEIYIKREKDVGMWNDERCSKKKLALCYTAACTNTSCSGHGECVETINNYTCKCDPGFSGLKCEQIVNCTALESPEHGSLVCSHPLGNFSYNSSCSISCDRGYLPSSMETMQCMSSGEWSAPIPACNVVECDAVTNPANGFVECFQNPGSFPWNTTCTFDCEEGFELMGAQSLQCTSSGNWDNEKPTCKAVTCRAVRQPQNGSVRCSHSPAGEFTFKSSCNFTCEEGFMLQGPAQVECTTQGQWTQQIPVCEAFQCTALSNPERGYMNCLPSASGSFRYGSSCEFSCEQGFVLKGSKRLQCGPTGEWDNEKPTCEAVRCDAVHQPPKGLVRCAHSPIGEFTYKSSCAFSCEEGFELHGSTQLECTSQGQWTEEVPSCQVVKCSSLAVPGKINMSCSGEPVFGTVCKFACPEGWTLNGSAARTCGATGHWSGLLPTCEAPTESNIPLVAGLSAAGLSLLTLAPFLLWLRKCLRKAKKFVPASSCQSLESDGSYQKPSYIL
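Assay system: HUVEC, human umbilical vein endothelial cells / Amount: 3,000 HUVEC/well / Controls: TNF-alpha positive control, DMSO neutral control / Compound dosing: single concentration / Medium: EGM-2 over gelatin coat / Evaluation: percent E-selectin-positive cells / Signal: immunofluorescence imaging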
Cneo AK release: Cryptococcus neoformans cell lysis inducers, primary screen, AK release luminescence, single concentration; actives 0.2% (n = 360,000); lysis activity, % at 15 µM; C. neoformans lysis, adenylate kinase release luminescence, 4 h; normalised: neutral wells 0, clomiphene wells 100;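 active means mean lysis activity across replicates of at least 80%, whatever share of replicates individually reach that level; inactive means mean lysis activity below 80%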
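Material: C. neoformans cells | Amount: Yeast cell density of 5 × 10^6 cells/mL | Medium: Fresh YPD growth medium | Dosing: Single dose | Times: Static 4 h at 37 °C with compound, 1 h detection | Detection: AK luminescence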
miR-122 sensor: miR-122 Renilla sensor signal increase in Huh7, primary screen, miR-122 inhibitor project, cell-based, single point, plate reader | Huh7 miR-122 Renilla luciferase sensor, 48 h; neutral wells = 0, positive control = 100 | activation (reporter increase), % at 12.5 µM | actives 0.3% (n = 340,000) | AID 602342, 2012;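 active means mean replicate activation score at least 90 and every replicate individually at or above 90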;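 further: higher luciferase means less miR-122 activity so hits act as miR-122 inhibitors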
RAD52 inh: RAD52 DNA annealing inhibitors, primary screen, biochemical, FRET, single point, set 2. DNA repair protein RAD52 homolog (Homo sapiens), P43351. recombinant RAD52 DNA annealing, FRET fluorescence. inhibition, % at 18.7 µM. actives 0.46% (n = 360,000);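 active means every replicate showing at least 50% inhibition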
Target sequence (P43351 whole entry, looked up): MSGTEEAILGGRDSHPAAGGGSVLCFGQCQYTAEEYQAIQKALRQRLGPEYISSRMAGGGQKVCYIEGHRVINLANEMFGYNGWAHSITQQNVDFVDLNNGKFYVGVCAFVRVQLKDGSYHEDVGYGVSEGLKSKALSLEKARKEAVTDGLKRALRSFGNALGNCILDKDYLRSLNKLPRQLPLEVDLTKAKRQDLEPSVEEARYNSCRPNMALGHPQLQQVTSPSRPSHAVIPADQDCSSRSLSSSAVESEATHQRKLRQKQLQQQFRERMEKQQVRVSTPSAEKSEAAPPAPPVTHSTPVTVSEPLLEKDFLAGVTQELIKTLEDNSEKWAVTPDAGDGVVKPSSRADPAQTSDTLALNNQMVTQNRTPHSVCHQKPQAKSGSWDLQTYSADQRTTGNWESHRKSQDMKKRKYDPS
RAD54 inh: inhibitors of human RAD54 branch migration, primary screen, biochemical, fluorescence, single point; actives 0.14% (n = 360,000); AID 602329, 2012; DNA repair and recombination protein RAD54-like (Homo sapiens), Q92698; inhibition, % at 10.4 µM; RAD54 Holliday junction branch migration, FAM/BHQ fluorescence;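 active means mean normalized replicate activity at least 40 and at least half of replicates scoring 40 or more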;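 further: 0% = median of neutral control wells and 100% = median of positive control wells; inhibitors cause a drop in the FAM fluorescence signal; in these data hits start at about 50%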
PglD DTNB: C. jejuni PglD acetyltransferase inhibitors, primary screen, biochemical, DTNB colorimetric, single point | purified PglD enzyme, DTNB colorimetric CoA detection | inhibition, % at 12.5 µM | actives 0.098% (n = 360,000) | AID 602405, 2012; in the data active means inhibition above about 16%, passing the limit was not always enough; further: strong numbers were not always called active
PGC1a acetyl inh: inhibitors of PGC1a acetylation signal, primary screen, cell-based, U2OS, AlphaScreen, inhibitor mode; AlphaScreen anti-acetyl-lysine; with virally co-expressed GCN5 acetyltransferase; inhibition, % at 15.6 µM; actives 0.17% (n = 350,000);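 active means every replicate shows inhibition of at least 40%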;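 further: 0% = neutral control wells and 100% = positive control wells; some results beyond the cut were filed as inactive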
ERAP1 HTS inh: human ERAP1 aminopeptidase inhibitors, primary screen, biochemical, single point, plate reader; recombinant ERAP1, Leu-AMC fluorescence, 60 min; inhibition, % at 10.7 µM; actives 0.15% (n = 340,000); AID 652197, 2013;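 active means mean replicate inhibition of at least 30%, or all replicates individually reaching that 30% level; inactive means mean below 30% and not every replicate reaching it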;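 further: 0% = neutral control wells and 100% = L-leucinethiol positive control wells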
The depositor's hits bear a star; nt = no result given; & = joins results of further samples; [ ] = remark or other dose.

The first 2 compounds, to show the layout:
SMILES	miR-122 sensor	PglD DTNB	RAD54 inh	Cneo AK release	PGC1a acetyl inh	RAD52 inh	ERAP1 HTS inh	E-sel inducer
CCCc1nc(SCC(=O)c2ccc3c(c2)NC(=O)CO3)[nH]c(=O)c1CC	-3.6	7.8	2.9	1.7	13.2	-2.8	1.2	0.8
CCC(Sc1nc(N)cc(=O)[nH]1)C(=O)Nc1cc(C)on1 (stereo not given)	5.4	5.6	-11.6	-11.1	27.8	-14.5	-0.7	nt

This part in full, repeating the preview:
SMILES	miR-122 sensor	PglD DTNB	RAD54 inh	Cneo AK release	PGC1a acetyl inh	RAD52 inh	ERAP1 HTS inh	E-sel inducer
CCCc1nc(SCC(=O)c2ccc3c(c2)NC(=O)CO3)[nH]c(=O)c1CC	-3.6	7.8	2.9	1.7	13.2	-2.8	1.2	0.8
CCC(Sc1nc(N)cc(=O)[nH]1)C(=O)Nc1cc(C)on1 (stereo not given)	5.4	5.6	-11.6	-11.1	27.8	-14.5	-0.7	nt
COC(=O)c1ccc(Cn2nc([N+](=O)[O-])c(Br)c2C)cc1	nt	nt	nt	nt	1.1	10.6	-8.2	1.1
COc1ccc(S(=O)(=O)NC2CC(C)(C)NC(C)(C)C2)c2ccccc12	77.2	-12.0	-9.4	0.3	-6.5	-11.9	1.8	1.4
COCCOC(=O)C1=C(C)NC(=O)NC1c1ccc(-c2ccc(F)cc2)o1 (stereo not given)	1.1	nt	nt	nt	15.3	-22.5	-1.3	-1.6
COCCNC(=O)c1ccc2c(c1)C(=O)c1ccccc1-2	-7.3	5.7	-8.9	0.2	-4.6	-10.3	-1.1	0.2
CO[C@H]1CN(C)C(=O)c2ccc(NC(C)=O)cc2OC[C@@H](C)N(Cc2cncnc2)C[C@@H]1C	nt	0.8	-2.3	-3.1	4.7	3.0	-0.9	0.3
COC(=O)CCN(C(C)=O)c1ccc(N)cc1	-4.2	0.2	-7.0	2.0	-6.2	nt	nt	nt
CC(=O)c1ccc(S(=O)(=O)Oc2ccc(-c3ccc(C(=O)O)cc3)cc2)cc1	0.4	0.9	-9.6	6.7	nt	-9.0	0.0	-15.1
COc1ccccc1S(=O)(=O)N1CCC(C(=O)O)(c2ccccc2)CC1	-6.8	-4.0	-0.6	0.2	1.5	-8.7	-4.1	1.1
COCCn1c(SCC(=O)c2c(N)n(C3CC3)c(=O)[nH]c2=O)nc2ccccc21	8.0	-2.8	-10.1	0.2	9.4	-15.5	-1.0	nt
COc1ccccc1C#Cc1ccc2c(c1)O[C@@H](CN(C)Cc1cncnc1)[C@H](C)CN([C@H](C)CO)S2(=O)=O	27.6[16.7 µM]	-4.7	1.1	5.2	12.2	18.3	1.3	0.1
CC(C)CCN1CCN(Cc2cccn2-c2ccccn2)CC1CCO (stereo not given)	nt	nt	nt	nt	0.3	-17.1	-2.2	0.6
C[C@@H]1CN([C@@H](C)CO)C(=O)c2cc(NC(=O)CCC(F)(F)F)ccc2O[C@@H]1CN(C)C(=O)Nc1ccccc1	44.3[16.7 µM]	1.1	-8.2	-3.3	3.7	17.8	-1.3	0.1
C=CCN1C(=O)/C(=C\C(C)=C\c2ccccc2)SC1=S	1.3	-4.7	3.8	-2.4	14.4	-16.8	0.7	0.0
COc1cc(NC(=O)COc2cccc(C)c2C)ccc1NC(=O)c1ccco1	-2.4	0.7	-10.4	-1.6	1.7	-11.4	5.4	-0.1
COC(=O)c1cccc(Cn2c(Cl)c(/C=N/Nc3ccccc3C)sc2=O)c1	-2.1	-1.6	-11.1	-3.6	37.9	nt	nt	nt
CCC(=O)Oc1ccc(C(CC)C(CC)c2ccc(OC(=O)CC)cc2)cc1 (stereo not given)	0.4	2.6	5.1	-0.1	3.9	-11.6	0.2	-0.1
Cc1ccc(SC[C@H](c2ccccc2)N2CCN(C)CCC2=O)cc1	-0.8	-0.2	-5.8	-2.2	0.2	nt	nt	0.1
CCNC(=S)N(CCc1c(C)[nH]c2ccc(F)cc12)Cc1cccnc1	21.6	-1.0	-7.6	6.2	19.1	1.2	-1.9	nt
CCOC(=O)c1cccc(S(=O)(=O)N2CCCC2)c1	-7.1	-2.4	-1.8	0.0	-1.5	11.8	-0.1	-0.1
CN1C[C@@H]2[C@@H]3C(=O)N(C)C(=O)[C@@H]3[C@](Cc3ccccc3)(C1=O)N2C(=O)c1ccc(F)cc1	-2.0	4.8	-4.2	0.9	8.4	-21.6	0.7	1.4
CN(C)c1cccc2c1c(NS(=O)(=O)c1cn(C)cn1)nn2C	-3.7	0.7	-19.7	-1.1	nt	-20.1	2.6	0.1
NCC[C@H]1CC[C@@H](NS(=O)(=O)c2ccc(Cl)cc2)[C@@H](CO)O1	nt	0.9	4.4	-0.1	5.2	9.2	0.7	0.2
CN(C)CC(=O)N[C@H]1C=C[C@@H](CC(=O)NCc2ccc(Cl)cc2)O[C@H]1CO	nt	-0.4	-2.1	0.8	11.5	-7.0	3.3	0.2
COc1ccc(-c2[nH]c(-c3cccc(OC)c3)nc2SCC(=O)NC2CCCC2)cc1	3.3	1.9	-2.9	3.8	-1.6	-16.5	2.5	0.7
CN(C(=O)Cn1c(=O)oc2cc(S(=O)(=O)N3CCCC3)ccc21)C1CCCCC1	-3.9	-2.8	2.6	-9.2	-11.5	-1.6	-0.7	0.2
COCC(=O)Nc1ccc2c(c1)[C@@H]1C[C@H](CC(=O)NCCN3CCCCC3)O[C@H](CO)[C@@H]1O2	-0.6[16.7 µM]	3.3	11.7	3.6	4.8	22.7	-1.1	-0.2
Cc1ccc(C(=O)Nc2cccc(-c3cn4ccccc4n3)c2)cc1	9.3	nt	nt	nt	32.7	-18.5	-3.3	8.3
CC(=O)N1[C@H](C(=O)N(C)C)[C@@H](CO)[C@@H]2Cn3c(ccc(-c4ccccc4)c3=O)[C@@H]21	-1.5[16.7 µM]	0.9	3.3	-1.6	-3.3	-3.7	3.0	-0.1
COC(=O)c1cc(NC(=O)C2COc3ccccc3O2)cc(C(=O)OC)c1 (stereo not given)	nt	1.9	-3.3	-3.5	-1.8	nt	nt	nt
COc1ccc(NC(=O)N(C)C[C@H]2Oc3c(NS(=O)(=O)c4ccc(Cl)cc4)cccc3C(=O)N([C@H](C)CO)C[C@@H]2C)cc1	9.4[16.7 µM]	-1.1	3.5	-1.2	-0.6	-10.1	0.2	0.0
CC(Sc1n[nH]c(-c2ccccc2)n1)C(=O)c1c(N)n(C)c(=O)n(C)c1=O (stereo not given)	2.5	0.3	-3.6	3.4	nt	-15.2	-0.8	0.6
Nc1ccn([C@@H]2O[C@H](CNCc3cccc4c3sc3ccccc34)[C@@H](O)[C@H]2O)c(=O)n1	-5.7	-6.0	22.3	0.6	-5.0	53.6*	-0.6	nt
CC1(C)CCC[C@]2(C)[C@H]3Cc4cc(O)ccc4O[C@]3(C)CC[C@@H]12	-8.0	1.9	1.8	5.2	-66.6	-10.0	0.8	-0.1
C=CCNc1nc(-c2ccccc2)c(C(=O)OCC)cc1C#N	1.3	4.9	-8.5	0.4	-14.9	nt	nt	nt
Cc1nc2cc3c(cc2c(C)c1C(=O)OC(C)C)OCO3	-2.8	0.4	-12.8	-1.3	-13.5	nt	nt	nt
Clc1ccc(-c2nc3cnccn3c2Nc2ccc3c(c2)OCO3)cc1	-0.9	3.1	1.9	1.8	-4.1	15.9	4.7	0.3
C[C@@H]1CN([C@H](C)CO)C(=O)c2cc(/C=C/c3ccccc3)cnc2O[C@H]1CN(C)S(C)(=O)=O	-0.6[16.7 µM]	5.1	2.4	-1.3	-16.2	11.2	0.6	1.5
CCCN(CCC)S(=O)(=O)c1ccc(C(=O)Nc2c(C)n(C)n(-c3ccccc3)c2=O)cc1	12.0	6.6	6.0	-0.3	nt	-24.3	-0.6	1.2
C[C@@H]1CCCCO[C@H](CN(C)C(=O)NC2CCCCC2)[C@H](C)CN([C@@H](C)CO)C(=O)c2cc(NC(=O)c3ccccc3)ccc2O1	-3.5[16.7 µM]	-4.1	1.5	1.4	-4.2	nt	nt	0.2
CC(=O)NC1C(Oc2ccccc2C)OC(CO)C(O)C1O (stereo not given)	-14.7	3.5	3.5	0.6	-1.2	0.6	nt	0.1
CC1CCc2c(sc3ncnc(SCC(=O)c4ccccc4)c23)C1 (stereo not given)	-11.2	9.2	-5.3	-0.4	-7.0	nt	nt	nt
C[C@@H]1CN([C@@H](C)CO)C(=O)Cc2cc(NC(=O)c3ccncc3)ccc2O[C@@H]1CN(C)S(=O)(=O)c1cccs1	-4.6[16.7 µM]	0.6	-8.9	-4.9	12.5	4.0	0.4	nt
O=S1(=O)CC(NCc2ccccc2)C(Nc2ccccc2)C1 (stereo not given)	-4.4	4.8	-14.5	-2.0	17.3	2.1	-1.7	nt
C[C@H]1CN([C@@H](C)CO)C(=O)c2cc(NC(=O)Nc3ccccc3)ccc2O[C@@H]1CN(C)S(=O)(=O)c1cn(C)cn1	-3.1[16.7 µM]	1.1	-2.6	-2.8	-0.7	-6.4	-0.4	-0.1
C[C@H](CO)N1C[C@H](C)[C@@H](CN(C)S(C)(=O)=O)Oc2ccc(NC(=O)C3CC3)cc2C1=O	2.0[16.7 µM]	2.0&13.4	-0.6&-13.6	0.0&1.5	18.7&-8.7	-8.8&-7.6	4.2	0.4&-0.1
Cc1ccc(S(=O)(=O)Nc2cccc3c2O[C@@H](CN(C)S(=O)(=O)c2ccc(F)cc2)[C@H](C)CN([C@H](C)CO)C3=O)cc1	-1.6[16.7 µM]	0.7	-0.3	-2.4	-8.0	nt	nt	-0.5
Cc1nc2cc(NC(=O)C3(C)CCCN(C(C)C)C3)ccc2o1 (stereo not given)	-3.2	-2.2	3.0	2.7	-3.0	3.7	-3.0	0.3
O=C(NCCN1CCCCC1)Nc1cccc(C(F)(F)F)c1	0.6	2.5	-1.8	-0.4	-9.1	-19.9	-2.6	nt

Some of the entries so far, with each value named:
COc1ccccc1S(=O)(=O)N1CCC(C(=O)O)(c2ccccc2)CC1
  miR-122 sensor: -6.8
  PglD DTNB: -4.0
  RAD54 inh: -0.6
  Cneo AK release: 0.2
  PGC1a acetyl inh: 1.5
  RAD52 inh: -8.7
  ERAP1 HTS inh: -4.1
  E-sel inducer: 1.1

CC(=O)NC1C(Oc2ccccc2C)OC(CO)C(O)C1O (stereo not given)
  miR-122 sensor: -14.7
  PglD DTNB: 3.5
  RAD54 inh: 3.5
  Cneo AK release: 0.6
  PGC1a acetyl inh: -1.2
  RAD52 inh: 0.6
  ERAP1 HTS inh: nt
  E-sel inducer: 0.1

Carrying on.
SMILES	miR-122 sensor	PglD DTNB	RAD54 inh	Cneo AK release	PGC1a acetyl inh	RAD52 inh	ERAP1 HTS inh	E-sel inducer
Fc1ccc(COc2ccc(Br)cc2CNCC2CCCO2)cc1 (stereo not given)	-1.9	-2.7	4.6	1.1	nt	-5.7	-4.3	nt
O=C(NNC(=O)c1cc2ccccc2cc1O)NC1CCCCC1	-7.9	4.5	11.8	-0.5	nt	-11.0	-2.9	nt
Cc1nnc2c(N3CCN(C(=O)c4ccco4)CC3)nc3ccccc3n12	-8.3	-1.2	12.7	-0.7	-0.9	-12.1	2.1	nt
Cc1nn(C(C)C(=O)O)c(=O)c2ccccc12 (stereo not given)	0.5	0.6	7.9	1.2	-3.9	-26.5	-1.3	nt

The order is random; any-hit rate near 1.4%.
